Screening data deposited in PubChem BioAssay by several laboratories.
GalR3 antag – human GalR3 antagonism. HEK293 GalR3-CNG cAMP membrane potential fluorescence; galR3 body fused to GalR1 C-terminus. AID 651719. O60755. inhibition, % at 3 µM. 360,000 tested, 0.44% active;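 active = inhibition above the screen-wide average plus 3 SD, cut at about 13% in these data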;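 also: forskolin and galanin both at EC90 stimulate the cells; cAMP rise reported by CNG channel membrane potential dye signal; 0% = forskolin plus galanin with DMSO and 100% = forskolin alone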
Target sequence (O60755 1-299 limits assumed): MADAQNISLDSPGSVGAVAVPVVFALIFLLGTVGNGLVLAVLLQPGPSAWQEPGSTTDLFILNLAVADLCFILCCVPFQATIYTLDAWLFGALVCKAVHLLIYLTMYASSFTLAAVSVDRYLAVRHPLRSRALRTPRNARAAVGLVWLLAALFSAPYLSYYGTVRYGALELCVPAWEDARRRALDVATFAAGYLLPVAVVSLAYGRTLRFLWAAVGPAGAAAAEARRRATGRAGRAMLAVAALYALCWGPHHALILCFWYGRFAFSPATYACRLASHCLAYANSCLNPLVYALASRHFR
VIM-2 inh – blocks Pseudomonas aeruginosa VIM-2 metallo-beta-lactamase; purified VIM-2, nitrocefin hydrolysis, epi-absorbance fluorescence; inhibition, % at 5.6 µM; 290,000 tested, 0.89% active;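 active = inhibition above the mean of all tested compounds plus 3 SD, cutoff set per screening run, cut at about 7.5% in these data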;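 also: red hydrolysis product quenches plate fluorescence so inhibitors raise well fluorescence; 0% = enzyme with DMSO and 100% = DMSO without enzyme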
IDE inh – inhibitors of human insulin-degrading enzyme in cells; inhibition, % at 5.59 µM; P14735; HEK cells, FAbetaB cleavage, fluorescence polarization; 320,000 tested, 0.41% active;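 active = percent inhibition above the average of all tested compounds plus 3 SD, set per screening campaign, cut at about 16% in these data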;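 also: IDE supplied by intact live HEK cells; FP after avidin binding of uncleaved biotin substrate so inhibition keeps polarization high; 0% = DMSO wells and 100% = 60 µM reference IDE inhibitor Ii1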
pCIP destab – lowers stability of the mouse p/CIP coactivator protein; AID 1984; decrease of EGFP signal, % at 10 µM; 290,000 tested, 0.01% active; F442A p/CIP-EGFP cells, EGFP fluorescence, 16 h; Q05BA5;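 active = EGFP signal decrease of at least 30% at 10 µM or well 3 SD below plate mean, unless failing retest; inactive = the rest, including hits failing retest or dose response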; also: some compounds called inactive have numbers as strong as hits; many of its hits are not listed in these tables
NS3 helicase inh – blocks Hepatitis C virus NS3 helicase unwinding; NS3 helicase DNA unwinding, Cy5 molecular beacon fluorescence; inhibition, % at 10.9 µM; 290,000 tested, 0.56% active; AID 1800;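 active = inhibition above the mean of all tested compounds plus 3 SD, set per campaign, cut at about 35% in these data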;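 also: 0% = DMSO wells and 100% = thioflavine S control wells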
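System: Hepatitis C virus NS3 helicase domain fragment enzyme | Reagent: Annealed dual-labelled DNA beacon duplex, ATP-started | Compound dosing: 10.9 µM single point, 0.8% DMSO | Incubation: 1 h reaction at 25 °C, ATP-initiated | Technique: Cy5 fluorescence | Evaluation: Percent inhibition from t60/t0 fluorescence ratio | Benchmarks: Low DMSO, high thioflavine S at 110 µM | Replication: Singlicate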
UBC9 SUMO inh – blocks human SUMOylation mediated by UBC9; HTRF SUMOylation assay, SAE1/SAE2 + UBC9, in vitro; 290,000 tested, 0.36% active; inhibition, % at 35 µM; in the data active = inhibition above about 50%, passing the limit was not always enough; also: strong numbers were not always called active
Target sequence (P63279 whole entry, looked up): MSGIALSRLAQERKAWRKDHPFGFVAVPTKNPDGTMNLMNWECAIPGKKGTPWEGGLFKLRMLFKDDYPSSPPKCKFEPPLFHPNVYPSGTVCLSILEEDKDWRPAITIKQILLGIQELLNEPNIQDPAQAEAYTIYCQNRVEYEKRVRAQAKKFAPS
IDE act – boosts human insulin-degrading enzyme activity in HEK cells; FAbeta-B cleavage, fluorescence polarization; 0% vehicle, 100% cell-free pure enzyme wells; 340,000 tested, 0.073% active; P14735; activation, % at 5.96 µM;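 active = activation above the mean of all tested compounds plus 3 SD, set per screening campaign, cut at about 17% in these data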
IMP-1 inhibitor – blocks Pseudomonas aeruginosa IMP-1 metallo-beta-lactamase | inhibition, % at 5.6 µM | 290,000 tested, 0.45% active | purified IMP-1, nitrocefin hydrolysis, epi-absorbance fluorescence | AID 1556;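 active = inhibition above the mean plus 3 SD of all compounds in the same screening run, cut at about 4.5% in these data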;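 also: 0% = IMP-1 with DMSO and 100% = DMSO wells lacking enzyme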
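system = purified recombinant IMP-1 beta-lactamase | amount = 0.2 nM IMP-1, as dispensed | medium = HEPES buffer pH 7.1 with ZnSO4 and Brij 35 | times = 25 °C, 15 min preincubation, 25 min reaction | detection = plate fluorescence quenching by hydrolysis product, ex 480/em 530 nm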
CRFR2-BP antag – antagonists of CRF-binding protein/CRF-R2 receptor complex. HEK293 CRF-R2/CRF-BP, CRF-induced calcium fluorescence. inhibition, % at 11.8 µM. 350,000 tested, 0.59% active;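 active = inhibition of the ligand-induced calcium signal above about 50% at the single tested concentration, limit read from the data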
* = called active by the depositor; · = not tested or not shown. No enrichment for hits; 3.2% or so of the library scored in one or more.

SMILES | GalR3 antag | VIM-2 inh | IDE inh | pCIP destab | NS3 helicase inh | UBC9 SUMO inh | IDE act | IMP-1 inhibitor | CRFR2-BP antag
CC(=O)c1cc(C#N)c(Oc2cccc(C(F)(F)F)c2)nc1C | -2 | -6.2 | 1 | 6 | -4 | -10 | 5 | -1.6 | 12
COc1cccc(C2CC(c3ccccc3OC)n3nc(N)nc3N2)c1 (stereo not drawn) | 0 | -3.5 | 5 | -14 | -5 | 4 | 3 | -1.8 | -16
CCOc1ccc(CNC(=O)CCC(=O)N2Cc3cccc(OC)c3Oc3ncccc32)cc1 | -9 | -2.2 | -1 | -27 | 2 | 23 | 2 | -2.2 | 52*
COC(=O)c1[nH]c2ccccc2c1NC(=O)CN1CCC(C(N)=O)(N2CCCCC2)CC1 | -2 | -0.9 | 4 | -8 | 23 | 16 | 2 | 1.5 | -4
Cc1ccn2c(NC3CCCC3)c(-c3cccs3)nc2c1 | -3 | -3.7 | -1 | -20 | -5 | 29 | -2 | -4.3 | 6
COc1cc(NC2c3ccccc3C(=O)N2Cc2ccc3c(c2)OCO3)cc(OC)c1OC (stereo not drawn) | · | 1.6 | -2 | -15 | -1 | 14 | 2 | -3.4 | 36
COc1ccc(C(=O)Nc2cccc(/C=C/c3nc4ccccc4c(=O)[nH]3)c2)cc1 | -3 | -3.1 | -2 | -2 | -10 | 19 | -3 | -2.8 | 15
CCC1CN(C(=O)N2CCC(C(=O)NCc3ccc(C)o3)CC2)c2cc(C)ccc2O1 (stereo not drawn) | -4 | -8.0 | 7 | -6 | 5 | -4 | -1 | -2.9 | 1
Cc1cccc(NC(=O)CCc2nc3sc4c(c3c(=O)[nH]2)CCCC4)n1 | -3 | · | 6 | · | · | · | -6 | · | -3
CC(=O)Cc1nsc(NC(=O)c2ccc(-c3cc(C(F)(F)F)ccc3Cl)o2)n1 | -6 | -3.8 | -2 | 5 | 17 | -2 | -1 | -6.0 | 34
C/C(Cl)=C/Cn1c(=O)c2c(nc(Br)n2Cc2ccccc2)n(C)c1=O | -2 | -0.3 | -1 | 1 | -4 | 16 | 4 | -0.4 | -19
CCn1c(Cc2c(C)[nH]c3ccccc23)nnc1SCC(N)=O | -4 | -1.9 | 5 | -7 | 6 | 12 | 2 | 2.8 | 10
O=C(NC(CSCc1ccccc1)C(=O)N/N=C/c1ccc(O)cc1O)c1ccc([N+](=O)[O-])cc1 (stereo not drawn) | 4 | -2.5 | -4 | -23 | 5 | -18 | 10 | -4.5 | 6
CCO[C@@H]1OC(C(=O)Nc2ccccc2)=C[C@H](C)[C@H]1CCCO | -5 | · | -3 | · | · | · | 3 | · | 5
CN(C)C1(CNC(=O)C2CCN(S(=O)(=O)c3cc(Cl)ccc3Cl)CC2)CCCCC1 | -5 | -0.3 | 0 | -22 | -50 | -15 | 2 | -0.8 | 2
O=C(NCc1ccccc1)c1cc(-n2cnnc2)ccc1Cl | -1 | -4.6 | 0 | -4 | 0 | 12 | 1 | -4.5 | -13
CSc1nc2[nH]c3c(c2c2nncn12)CC(C)(C)OC3 | 4 | 4.3 | 1 | -12 | 7 | 14 | 3 | -2.6 | 5
Cc1ccnc(NC(=O)COc2c(C)cc(C)cc2[N+](=O)[O-])c1 | 0 | -4.7 | 0 | -8 | 5 | -7 | 5 | -2.7 | 1
COc1cc(/C=N/N=C(\N)c2nonc2N)cc(OC)c1OC | -3 | -4.0 | 6 | -2 | 0 | 0 | · | -2.0 | 27
Cc1ccc(NC(=O)CN(C)C(=O)Cn2nnc(-c3ccccc3)n2)cc1 | -3 | · | 0 | · | · | · | 3 | · | -10
CCSc1nc2cc(OC)c(OC)cc2c(=O)n1CCc1ccccc1 | -7 | -3.4 | -4 | 1 | 3 | -1 | 6 | -4.6 | 3
Cc1ccc(C(=O)N2CC(C)OC(C)C2)c(Cl)c1 (stereo not drawn) | -3 | -3.6 | 0 | -7 | -1 | 11 | 5 | -3.4 | 4
COc1cccc(N(Cc2nnc3n2CCCCC3)C(=O)Nc2ccccc2F)c1 | -1 | -1.9 | -2 | 4 | -8 | 2 | 4 | 0.7 | -5
Cc1noc(C)c1CSc1nc2sc(C)c(C)c2c(=O)n1-c1ccccc1 | 4 | -2.1 | 2 | -5 | 2 | 11 | 7 | -1.2 | 29
COc1ccc(C(C(=O)NC(C)(C)C)N(C(=O)CNC(=O)c2cccs2)c2ccc(NC(C)=O)cc2)cc1OC (stereo not drawn) | -5 | 0.8 | -1 | -10 | -3 | 9 | 2 | -0.7 | -3
CCC(C)NCCOc1ccc(Br)cc1 (stereo not drawn) | 0 | -3.2 | -1 | 5 | 0 | 9 | 8 | -1.6 | -23
COc1ccc(C2Nc3ccccc3C(=O)N2c2ccc(F)cc2)cc1CSc1ccccn1 (stereo not drawn) | 4 | -0.6 | -6 | -2 | -4 | -7 | 7 | -1.0 | 17
Cc1ccc(N(CC2CO2)S(=O)(=O)c2ccccc2[N+](=O)[O-])cc1 (stereo not drawn) | -7 | -2.9 | 1 | -2 | 4 | 7 | 2 | -0.7 | 5
CN1CCN(CCCNC(=O)c2ccc(/C=C3\Oc4ccccc4N(Cc4ccc(Cl)cc4)C3=O)cc2)CC1 | 6 | -7.8 | 6 | 0 | -43 | 35 | 0 | -2.2 | -15
COc1ccc(N(Cc2cc3ccc(C)cc3[nH]c2=O)C(=O)C2CCCO2)cc1 (stereo not drawn) | -6 | -1.0 | 1 | -6 | -1 | 11 | 2 | -1.4 | 7
O=C(CP(=O)(c1ccccc1)c1ccccc1)N1CCCCC1 | -5 | -1.3 | 3 | 2 | 3 | -5 | 3 | -4.5 | -11
CCCS(=O)(=O)c1c(S(=O)(=O)CCC)c2cnccn2c1C(=O)c1ccc(Cl)cc1 | 3 | -1.4 | -1 | 4 | 5 | -24 | -1 | -1.5 | -3
CC(=O)Nc1ccc(-n2c(C)c(C(C)=O)c(C(C)=O)c2C)cc1 | -3 | -4.1 | 3 | 5 | -3 | 16 | -1 | -4.1 | 9
O=S(=O)(c1ccc(F)c(F)c1F)N1CCN(C(=S)NC2CC3CCC2C3)CC1 (stereo not drawn) | -6 | 1.1 | 0 | 1 | -7 | 3 | -2 | -2.2 | -27
CCOc1ccccc1C(=O)NC(C(=O)NCc1ccccc1OC)C(C)C (stereo not drawn) | -5 | 0.4 | 5 | -7 | 7 | 8 | -2 | -0.4 | -4
COc1ccccc1OC1=NS(=O)(=O)c2ccccc21 | -1 | 1.0 | -4 | -6 | -2 | 8 | 3 | 1.5 | -11
COc1ccc(NC(=O)CCc2nnc3ccc(NCc4ccco4)nn23)cc1 | -9 | -2.5 | 5 | 5 | 16 | -5 | 1 | -1.4 | 1
NS(=O)(=O)c1ccc(N=Nc2ccc(=O)[nH]c2O)cc1 | -6 | 0.4 | 2 | -4 | 32 | 21 | 4 | -1.7 | 0
Cc1ccc(OCCC(=O)OCC(=O)Nc2ccc(N3CCOCC3)cc2)cc1 | 0 | · | -1 | · | · | · | 2 | · | -1
CCN(CC(=O)NC1CCS(=O)(=O)C1)S(=O)(=O)c1ccc(F)cc1 (stereo not drawn) | -2 | -3.1 | 2 | -15 | 14 | 20 | 8 | -3.3 | 22
O=C(Oc1cccc(Oc2ccccc2)c1)N1CCOCC1 | 0 | -1.5 | 1 | 6 | -2 | 0 | -2 | -2.8 | 1
O=C(NC(=S)Nc1cc(C(F)(F)F)ccc1Cl)c1ccccc1 | 0 | -1.8 | 1 | -4 | 1 | -16 | -7 | -1.6 | -42
COc1ccc(CNC(=O)Cn2cnc3c(=O)n(C)c(=O)n(C)c32)cc1 | -4 | -3.4 | -4 | 2 | 1 | -6 | -3 | -2.9 | -4
Clc1ccc(-c2nc3ccccc3nc2-c2ccccc2)cc1 | -2 | -2.9 | -4 | 2 | -5 | -25 | 5 | -2.2 | -12
Cc1cc(N2CCOCC2)nc2ccc(NC(=S)NCc3ccc4c(c3)OCO4)cc12 | 4 | -3.3 | -2 | -4 | -28 | -1 | 1 | -3.3 | -1
O=C(/C=C/c1ccccc1)N/C(=C/c1ccccc1)C(=O)NCCO | -2 | -1.4 | 2 | -4 | -1 | 4 | 2 | -1.7 | 0
Cc1ccc(CN2C(=O)C(C)Nc3ncnc(N4CCN(c5ccccn5)CC4)c32)cc1 (stereo not drawn) | -4 | · | 4 | · | · | · | 5 | · | 4
Cc1cc(C)c(NC(=O)C2CCCN2CCOC(=O)c2ccccc2)c(C)c1 (stereo not drawn) | -7 | -1.6 | -2 | 6 | -22 | -14 | -1 | -3.3 | 11
C=CCC[C@H](Cc1ccc(F)cc1)C(=O)OC[C@H]1CCCN1C(=O)[C@@H](CC=C)CC(=O)NCCO | -7 | · | -1 | · | · | · | -1 | · | -5
CCCCCC(=O)NNC1=NCC(Cc2cccc(Cl)c2)S1 (stereo not drawn) | -3 | -0.6 | -2 | 6 | 6 | 7 | 5 | -1.0 | -8
COc1cc(NC(=O)COC(=O)CO/N=C(\C)c2ccc3c(c2)OCO3)cc(OC)c1 | -3 | · | 1 | · | · | · | 1 | · | 8
Cc1ccccc1C(=O)N(Cc1nc2ccccc2c(=O)[nH]1)C1CCCC1 | -3 | -4.7 | -4 | -9 | 5 | 2 | -4 | -4.0 | -85
O=C(CN1CCOC1=O)N1CCCC(Nc2ccc(F)c(F)c2)C1 (stereo not drawn) | -1 | -1.8 | 1 | 6 | 5 | 0 | 1 | -2.1 | 0
CC(C)c1ccc(OCC(=O)NCCO)cc1 | -4 | -2.1 | 1 | -1 | -17 | -4 | 5 | -2.3 | 4
CC(C)(O)CC[C@@H](O)[C@](C)(O)[C@H]1CC[C@@]2(O)C3=CC(=O)[C@@H]4C[C@@H](O)[C@@H](O)C[C@]4(C)C3CC[C@]12C (stereo partly drawn) | -6 | -2.0 | -11 | -4 | 0 | 12 | 3 | -1.5 | -4
COc1ccccc1N1CCN(Cc2nc3ccccc3c(=O)n2CC(C)=O)CC1 | 4 | -5.5 | -2 | 9 | -9 | 15 | 4 | -2.9 | -34
CCCOc1ccc(N2C(=O)CC(N(CCc3ccccc3)C(=O)c3ccccc3)C2=O)cc1 (stereo not drawn) | 0 | -2.1 | -7 | -9 | 6 | -14 | 4 | -0.9 | 5
CCc1ccc(S(=O)(=O)/N=C2\C=CC(=O)c3ccccc32)cc1 | · | -2.7 | -4 | 6 | 16 | · | · | -2.9 | ·
